# mut p53 react = mutant p53 pathway re-activators, primary screen, cell-based, SW480, luciferase, single point, HTS; SW480 PUMA-promoter luciferase, p53 mutant reactivation; activation, % at 9.98 µM; 1.5% of 28,000 active; in the data active = activation above about 52%
# STK33 inh = STK33 kinase inhibitors, primary screen, biochemical, luminescence, ADP-Glo, MBP substrate | 0.44% of 27,000 active | inhibition, % at 12.5 µM | AID 2322, 2010 | Serine/threonine-protein kinase 33 (Homo sapiens), Q9BYT3; in the data active = inhibition above about 20%
# Target sequence (Q9BYT3 whole entry, looked up): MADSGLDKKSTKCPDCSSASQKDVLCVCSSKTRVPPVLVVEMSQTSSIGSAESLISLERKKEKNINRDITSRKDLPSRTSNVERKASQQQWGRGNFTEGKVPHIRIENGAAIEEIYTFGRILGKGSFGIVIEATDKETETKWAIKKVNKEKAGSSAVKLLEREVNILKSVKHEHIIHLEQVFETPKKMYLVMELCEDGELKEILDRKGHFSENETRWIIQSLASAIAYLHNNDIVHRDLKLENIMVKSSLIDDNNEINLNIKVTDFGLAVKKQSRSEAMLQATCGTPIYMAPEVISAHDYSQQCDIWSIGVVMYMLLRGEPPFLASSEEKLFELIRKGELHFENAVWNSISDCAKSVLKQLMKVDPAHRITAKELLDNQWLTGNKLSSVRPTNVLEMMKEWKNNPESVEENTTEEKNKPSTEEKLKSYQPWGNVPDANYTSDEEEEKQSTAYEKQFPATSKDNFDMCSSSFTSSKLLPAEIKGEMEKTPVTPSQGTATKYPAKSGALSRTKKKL
# Active calls of the source: *; x = not tested or not shown.
# Values run as follows: mut p53 react | STK33 inh
C[C@H]1CN([C@@H](C)CO)C(=O)c2cc(-c3ccccc3F)cnc2O[C@@H]1CN(C)C(=O)C1CCOCC1
→ 5 | x
Cc1noc(C)c1NC(=O)N(C)C[C@H]1Oc2ccc(NC(=O)Cc3ccccc3)cc2CC(=O)N([C@@H](C)CO)C[C@@H]1C
→ x | -2
Cc1ccc(S(=O)(=O)Nc2ccc3c(c2)CC(=O)N([C@@H](C)CO)C[C@H](C)[C@H](CN(C)S(C)(=O)=O)O3)cc1
→ x | 1
COc1ccc(NC(=O)Nc2ccc3c(c2)C(=O)N([C@@H](C)CO)C[C@H](C)[C@@H](CN(C)C(=O)Nc2ccccc2)O3)cc1
→ x | 1
C=CC[C@]1(C(=O)NCCCOC)COC(c2ccc(OCCCO)cc2)=N1
→ x | -9
Cc1ccc(-n2c(SCC(N)=O)nnc2-c2cccs2)cc1
→ 5 | 0
Cc1ccc(Cl)cc1N(CC(=O)Nc1ccc(C(F)(F)F)cc1)S(C)(=O)=O
→ -11 | -2
CC(C)=CCC[C@](C)(O[C@@H]1O[C@H](CO[C@@H]2OC[C@H](O)[C@H](O)[C@H]2O)[C@@H](O)[C@H](O)[C@H]1O)[C@H]1CC[C@]2(C)C1[C@H](O)CC1[C@@]3(C)CC[C@H](O[C@@H]4O[C@H](CO)[C@@H](O)[C@H](O)[C@H]4O[C@@H]4O[C@H](CO)[C@@H](O)[C@H](O)[C@H]4O)C(C)(C)C3CC[C@]12C (some centres undefined)
→ x | 2
Cc1noc(C)c1NC(=O)N(C)C[C@@H]1Oc2c(cccc2N(C)C)C(=O)N([C@@H](C)CO)C[C@H]1C
→ -10 | x
Cc1noc(C)c1NC(=O)Nc1ccc2c(c1)C(=O)N([C@@H](C)CO)C[C@H](C)[C@@H](CN(C)Cc1ccc3c(c1)OCO3)O2
→ x | -2
Cc1ccccc1-c1ccc2c(c1)O[C@@H](CN(C)CC1CC1)[C@@H](C)CN([C@@H](C)CO)S2(=O)=O
→ 10 | x
COc1ccc(N2CCN(c3nc(NCCO)nc(N4CCOCC4)n3)CC2)cc1
→ 5 | -5
CC(NS(=O)(=O)c1ccccc1)C(=O)Nc1ccccc1Sc1ccccc1 (centres undefined)
→ -5 | -5
C[C@H]1CN([C@@H](C)CO)C(=O)CCCn2cc(nn2)CO[C@@H]1CN(C)C(=O)Nc1ccc(C(F)(F)F)cc1
→ x | -4
C[C@@H]1CN([C@H](C)CO)C(=O)Cc2cc(NC(=O)C3CCCCC3)ccc2O[C@@H]1CN(C)Cc1ccc2c(c1)OCO2
→ x | -4
Cc1cc(C)c(S(=O)(=O)N(C)CC(=O)Nc2ccc(F)c(Cl)c2)c(C)c1
→ -6 | 0
COc1ccccc1-c1ccc2c(c1)O[C@H](CN(C)CC1CCOCC1)[C@@H](C)CN([C@H](C)CO)S2(=O)=O
→ -2 | x
Cc1ccc(S(=O)(=O)N(C)C[C@H]2Oc3ccc(NC(=O)C4CC4)cc3CC(=O)N([C@H](C)CO)C[C@H]2C)cc1
→ 3 | -1
C[C@H]1CN([C@@H](C)CO)C(=O)Cc2cc(NC(=O)C3CCCCC3)ccc2O[C@H]1CN(C)C
→ x | 5
O=C(NCCCn1ccnc1)c1sc2cccc(F)c2c1Cl
→ 6 | 2
O=C(CSc1ncccn1)Nc1ccc([N+](=O)[O-])cc1
→ 4 | -9
O=C(CSc1ccc2ccccc2n1)Nc1ccnc2ccccc12
→ -30 | 8
Cc1noc(C)c1S(=O)(=O)N(C)C[C@@H]1Oc2ccc(NS(=O)(=O)c3ccc(F)cc3)cc2CC(=O)N([C@H](C)CO)C[C@@H]1C
→ x | 2
Cc1noc(C)c1NC(=O)N(C)C[C@@H]1OCCCC[C@H](C)Oc2ccc(NC(=O)c3ccncc3)cc2C(=O)N([C@H](C)CO)C[C@H]1C
→ -5 | x
C[C@H](CO)N1C[C@H](C)[C@H](CN(C)C(=O)C2CCOCC2)Oc2ncc(/C=C/c3ccccc3)cc2C1=O
→ -5 | x
C[C@@H]1CN([C@@H](C)CO)C(=O)c2cc(NC(=O)Cc3ccccc3)ccc2O[C@@H]1CN(C)C(=O)Nc1ccccc1
→ 0 | x
COc1ccc(NC(=O)Nc2ccc3c(c2)CC(=O)N([C@@H](C)CO)C[C@@H](C)[C@@H](CN(C)Cc2ccccc2)O3)cc1
→ x | -1
CNC[C@@H]1Oc2ccc(NS(=O)(=O)c3ccc(C)cc3)cc2C(=O)N([C@@H](C)CO)C[C@H]1C
→ x | -1
C[C@@H]1CN([C@H](C)CO)C(=O)Cc2cc(NC(=O)Cn3cnnn3)ccc2O[C@H]1CN(C)Cc1ccncc1
→ x | 1
CCn1c(SCC(=O)Nc2cccc(Cl)c2)nnc1-c1ccc(Cl)cc1Cl
→ -15 | -2
O=S(=O)(Cc1ccccc1)c1ccccc1
→ x | -1
CCN(CC(=O)Nc1ccc(Br)cc1)S(=O)(=O)c1ccc(C)cc1
→ -48 | -4
COC(=O)c1cccc(COC(=O)c2ccc(NC(=O)c3ccccc3)cc2)c1
→ 25 | 5
COc1cccc2sc(NC(=O)c3ccc(S(=O)(=O)N4CCCC(C)C4)cc3)nc12 (centres undefined)
→ x | 0
COc1ccc(CN(C)C[C@@H]2Oc3ccc(NS(=O)(=O)c4c(C)noc4C)cc3CC(=O)N([C@H](C)CO)C[C@@H]2C)cc1
→ x | 5
CN(CCc1ccc(Cl)c(Cl)c1)CCN1CCCC1
→ -4 | x
COc1ccc([N+](=O)[O-])cc1NC(=O)CN(c1ccc(F)c(Cl)c1)S(C)(=O)=O
→ -13 | -2
Cc1ccc(S(=O)(=O)Nc2ccc3c(c2)C(=O)N([C@H](C)CO)C[C@@H](C)[C@@H](CN(C)Cc2ccccc2)O3)cc1
→ -3 | x
CCC(=O)Nc1ccc(OCc2nc3ccccc3s2)cc1
→ 3 | -1
C[C@@H]1CN([C@@H](C)CO)C(=O)c2cccc(NC(=O)c3ccncc3)c2O[C@@H]1CN(C)C(=O)Nc1ccc(C(F)(F)F)cc1
→ -1 | x

# In the list so far, 2 have a thiophene ring, fused or not:
# Values run as follows: mut p53 react | STK33 inh
Cc1ccc(-n2c(SCC(N)=O)nnc2-c2cccs2)cc1
→ 5 | 0
O=C(NCCCn1ccnc1)c1sc2cccc(F)c2c1Cl
→ 6 | 2

# Random excerpt: 5 records from the list.
# Values run as follows: mut p53 react | STK33 inh
C[C@@H]1CN([C@@H](C)CO)C(=O)c2cc(NC(=O)Cc3ccccc3)ccc2O[C@@H]1CN(C)C(=O)Nc1ccccc1
→ 0 | x
CN(CCc1ccc(Cl)c(Cl)c1)CCN1CCCC1
→ -4 | x
C[C@@H]1CN([C@@H](C)CO)C(=O)c2cccc(NC(=O)c3ccncc3)c2O[C@@H]1CN(C)C(=O)Nc1ccc(C(F)(F)F)cc1
→ -1 | x
Cc1noc(C)c1NC(=O)N(C)C[C@@H]1OCCCC[C@H](C)Oc2ccc(NC(=O)c3ccncc3)cc2C(=O)N([C@H](C)CO)C[C@H]1C
→ -5 | x
CNC[C@@H]1Oc2ccc(NS(=O)(=O)c3ccc(C)cc3)cc2C(=O)N([C@@H](C)CO)C[C@H]1C
→ x | -1

# Remaining list, next part
mol,mut p53 react,STK33 inh
CCn1cc(NC(=S)Nc2cc(Cl)ccc2OC)c(C(N)=O)n1,-10,-1
O=C(CSc1nnc(-c2ccc([N+](=O)[O-])cc2)n1-c1ccccc1)Nc1ccccc1Cl,17,2
Clc1ccc(-c2csc3ncnc(SCc4ccco4)c23)cc1,11,3
C[C@@H]1CN([C@@H](C)CO)C(=O)Cc2cc(NC(=O)Cc3ccccc3)ccc2O[C@@H]1CN(C)S(C)(=O)=O,2,x
CCNC(=O)c1c(NC(=O)COc2ccc(Cl)cc2Cl)sc2c1CCCC2,6,4
COC(=O)C1(Cc2ccc(O)c(CC3OC3(C)C)c2)OC(=O)C(=O)C1c1ccc(O)cc1 (centres undefined),-10,-7
Cc1ccc(-c2ccc3c(c2)O[C@H](CN(C)Cc2ccc(F)cc2)[C@H](C)CN([C@@H](C)CO)S3(=O)=O)cc1,-18,x
C[C@@H]1CN([C@H](C)CO)C(=O)Cc2cc(NC(=O)C3CC3)ccc2O[C@H]1CN(C)C,-2,4

# 2 of these compounds, reformatted:
> C[C@@H]1CN([C@H](C)CO)C(=O)Cc2cc(NC(=O)C3CC3)ccc2O[C@H]1CN(C)C
  mut p53 react: -2; STK33 inh: 4

> COC(=O)C1(Cc2ccc(O)c(CC3OC3(C)C)c2)OC(=O)C(=O)C1c1ccc(O)cc1 (centres undefined)
  mut p53 react: -10; STK33 inh: -7

# Continued:
mol,mut p53 react,STK33 inh
O=c1c2c3c(sc2nc2c4ccccc4c(NCCOCCO)nn12)CCCC3,-6,-7
CS(=O)(=O)N(CC(=O)Nc1ccc(I)cc1)c1ccc2c(c1)OCCO2,-11,2
C[C@H](CO)N1C[C@H](C)[C@H](CN(C)C(=O)Nc2ccccc2)Oc2ccc(NS(=O)(=O)c3cn(C)cn3)cc2C1=O,x,-1
COc1ccc(NC(=O)CSc2ncnc3c2sc2nc(N4CCOCC4)c4c(c23)CC(C)(C)OC4)cc1,-50,3
COCCNC(=S)Nc1nc(OC)cc(OC)n1,-10,-1
CCc1ccc(OCc2ccccc2C(=O)Nc2ccc3nc(C)cc(N)c3c2)cc1,-88,x
C[C@H](CO)N1C[C@H](C)[C@H](CN(C)Cc2ccccc2)OCCCC[C@H](C)Oc2ccc(NC(=O)CCC(F)(F)F)cc2C1=O,1,x
C[C@H](CO)N1C[C@H](C)[C@H](CN(C)Cc2ccc(F)cc2)Oc2ncc(C#CCN(C)C)cc2C1=O,-1,-1
CCOC(=O)c1c(NC(=O)CSc2nc(C)c3c(n2)CCCC3)sc2c1CCCC2,-2,4
C[C@@H]1CN([C@@H](C)CO)C(=O)c2cccc(N(C)C)c2O[C@H]1CN(C)C(=O)NC1CCCCC1,0,x
COc1ccc(C(C)(C)C)cc1S(=O)(=O)NCC1CCCO1 (centres undefined),-4,1
C[C@@H]1CN([C@@H](C)CO)C(=O)CCCn2cc(nn2)CO[C@H]1CN(C)C(=O)Nc1ccccc1C(F)(F)F,0,8
C[C@@H]1CN([C@H](C)CO)S(=O)(=O)c2ccc(C#CCN(C)C)cc2O[C@@H]1CN(C)CC1CC1,-2,x
Cc1cc(C(=O)Nc2cccc3c2O[C@@H](CN(C)S(=O)(=O)c2cn(C)cn2)[C@H](C)CN([C@@H](C)CO)C3=O)n(C)n1,1,x
NC(=O)Nc1sc(-c2ccc(F)cc2)cc1C(N)=O,-74,x
CN(CC(=O)Nc1ccccc1C#N)S(=O)(=O)c1cc(Cl)ccc1Cl,-22,15
CC(=O)N1c2ccccc2NC(=O)C1CC(=O)Nc1ccccc1Cl (centres undefined),-6,1
Cc1noc(C)c1S(=O)(=O)Nc1ccc2c(c1)CC(=O)N([C@H](C)CO)C[C@@H](C)[C@@H](CN(C)Cc1ccc(Oc3ccccc3)cc1)O2,x,6
C[C@@H]1CCCCO[C@@H](CN(C)S(=O)(=O)c2cccs2)[C@H](C)CN([C@H](C)CO)C(=O)c2cc(NS(=O)(=O)c3cccs3)ccc2O1,-5,x
C[C@@H]1CCCCO[C@H](CN(C)S(=O)(=O)c2ccc(Cl)cc2)[C@@H](C)CN([C@@H](C)CO)C(=O)c2cc(NC(=O)c3ccncc3)ccc2O1,9,x
COc1ccc(NC(=O)Nc2ccc3c(c2)CC(=O)N([C@@H](C)CO)C[C@H](C)[C@@H](CN(C)C(=O)Nc2ccc(OC)cc2)O3)cc1,x,-2
Cc1noc(C)c1S(=O)(=O)N(C)C[C@H]1Oc2ccc(NS(=O)(=O)c3cccs3)cc2C(=O)N([C@H](C)CO)C[C@H]1C,-3,x
CCc1nc(N)nc(N)c1-c1ccc(Cl)cc1,x,-3
O=C(Nc1ccc(OCc2nc3ccccc3s2)cc1)c1cccc(I)c1,37,-2
CC(=O)O[C@H]1[C@H](Oc2ccccc2COC(=O)C2(O)C=CCCC2=O)O[C@H](COC(=O)C2(O)C=CCCC2=O)[C@@H](O)[C@@H]1O (some centres undefined),x,-8
CC(=O)NCCOc1c(C)cccc1C,x,0
C[C@@H]1CN([C@H](C)CO)C(=O)Cc2cc(NC(=O)Nc3ccc(C(F)(F)F)cc3)ccc2O[C@H]1CN(C)Cc1ccc(C(=O)O)cc1,x,-8
Cc1noc(C)c1S(=O)(=O)Nc1ccc2c(c1)C(=O)N([C@H](C)CO)C[C@@H](C)[C@@H](CN(C)C(=O)CCC(F)(F)F)OCCCC[C@H](C)O2,-7,x
COc1ccc(-c2nc(SCC(=O)Nc3ccc4ccccc4c3)n[nH]2)cc1,-10,3
CC(C)NC(=O)N(C)C[C@@H]1Oc2ncc(C#CC(C)(C)O)cc2C(=O)N([C@H](C)CO)C[C@@H]1C,13,4
COc1ccc(C#Cc2ccc3c(c2)[C@]2(C(=O)N3)[C@H](c3ccc(OCCO)cc3)N3[C@H](c4ccccc4)[C@H](c4ccccc4)OC(=O)[C@H]3[C@@H]2C(=O)NC[C@H](O)c2ccccc2)cc1,x,13
COc1ccc(CN(C)C[C@H]2Oc3c(NS(=O)(=O)c4cccs4)cccc3C(=O)N([C@@H](C)CO)C[C@H]2C)cc1,1,x
C[C@H](CO)N1C[C@H](C)[C@H](CN(C)C(=O)Nc2ccccc2)Oc2ccc(NS(C)(=O)=O)cc2CC1=O,-1,0
CC1(C)c2cc(Cl)ccc2-n2c1cc(O)c(-c1ccccc1)c2=O,x,1
O=C(CN1C2=NCCN2c2ccccc21)c1ccc(Cl)cc1Cl,-5,x
CC1CCC2(NC1)OC1CC3C4CC=C5CC(O[C@@H]6O[C@H](CO)[C@@H](O[C@@H]7O[C@@H](C)[C@H](O)[C@@H](O)[C@H]7O)[C@H](O)[C@H]6O)CCC5(C)C4CCC3(C)C1C2C (some centres undefined),3,-3
S=C1CC(c2ccccc2)Sc2ccccc2N1 (centres undefined),x,1
c1ccc(-c2csc3nnc(SCc4ccc5c(c4)OCCO5)n23)cc1,-5,-4
O=C(CSc1nnc(-c2ccc([N+](=O)[O-])cc2)n1-c1ccccc1)NC1CCCCC1,3,-1
Cc1noc(C)c1NC(=O)Nc1ccc2c(c1)C(=O)N([C@H](C)CO)C[C@H](C)[C@@H](CN(C)C(=O)CCCN(C)C)OCCCC[C@@H](C)O2,5,3

# Screening data from PubChem.

# The list is partial, so the mix of outcomes need not match the whole.
